H9c2 TAG inh: triacylglycerol accumulation inhibition; H9c2 cells, Nile Red lipid (TAG) fluorescence; cells loaded with 200 µM oleic acid; inhibition, % at 12.5 µM; actives 0.66% (n = 230,000); AID 651582;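 active = pattern-corrected inhibition of lipid staining of at least 50% with the nuclear-stain viability signal not falling by more than 50%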;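 note: 0% = DMSO wells and 100% = triacsin C control wells; some results filed as inactive read as strong as hits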
H9c2 TAG inh DAPI viability: further read-out of H9c2 TAG inh, marked with its call; DAPI nuclei signal change (viability), lower = more cytotoxic, %;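 whole-well DAPI fluorescence read on a plate reader as a viability signal; minus 50 percent equals half of cells still viable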
* hit, by the source's call.

SMILES,H9c2 TAG inh,H9c2 TAG inh DAPI viability
Cc1ccc2c(=O)n3c(nc2c1)C(Cc1ccccc1)NC(=O)c1cc2ccccc2cc1-3 (stereo unspecified),47,-31
COc1ccc2nc3oc(C(=O)N4CCN(c5ccccc5F)CC4)cc3cc2c1,13,2
CC(O)(c1cccc(F)c1)c1nc(-c2ccc(S(C)(=O)=O)cc2)cs1 (stereo unspecified),-13,7
Cc1c(C(=O)O)c(=S)sn1CCOc1ccccc1,-14,-6
Cc1cc2cccc(C)c2nc1SCC(=O)N(C)c1nc(-c2ccccc2)cs1,9,-8
CCN(CCn1cccn1)C(=O)CCc1nnc(-c2ccc3c(c2)OCO3)o1,-13,5
CN(Cc1nc2ccc(Cl)cc2[nH]1)Cc1nc(-c2cnccn2)no1,-1,0
COc1cccc(C(=O)CN2CCN(S(=O)(=O)c3cccc([N+](=O)[O-])c3)CC2)c1,-3,-5
COc1ccc(NC(=O)CN(C)C(=O)c2n[nH]c3ccccc23)cc1,3,4
CCOC(=O)c1c(C)[nH]c(C(=O)COC(=O)c2ccc(O)cc2)c1C,-85,2
CCOc1ncccc1C(=O)Nc1ccc(C)c(S(=O)(=O)N2CCCCCC2)c1,-45,-4
Cc1sc2ncnc(N3CCC(C(=O)Nc4cc(Cl)ccc4Cl)CC3)c2c1C,3,-2
Cc1noc(C)c1S(=O)(=O)N(CC(=O)Nc1ccc2c(c1)OCCO2)c1ccc(C(C)C)cc1,2,1
O=C(O)c1ccccc1Sc1ncnc2sc3c(c12)CCC3,-9,1
CCN(CC)CCN(Cc1cc2cc3c(cc2[nH]c1=O)OCCO3)C(=S)NCCCOC,-2,10
COC(=O)c1ccc(-n2nnnc2SCc2ccccc2OC)cc1,9,0
O=C(O)C1C2C=CC(C2)C1C(=O)NCc1ccccc1 (stereo unspecified),0,1
O=C(NCC(c1cccs1)N1CCOCC1)c1cccnc1 (stereo unspecified),5,-2
CNC(=S)N/N=C/c1ccc(-c2cccc(C(=O)O)c2)o1,-4,2
O=C(O)C1CCCN1c1nc(C(F)(F)F)nc2ccccc12 (stereo unspecified),19,-1
CCOc1cc(N2CCOCC2)c(OCC)cc1NC(=O)C1CC(=O)N(c2ccc(C)cc2)C1 (stereo unspecified),22,-6
c1cn2c(Nc3ccc4c(c3)OCCO4)c(-c3ccc(N4CCOCC4)cc3)nc2cn1,-2,-1
Cc1nnc(SCc2cc(=O)[nH]c(/N=C(\N)Nc3ccccc3)n2)s1,14,-18
O=C(CSc1nc2[nH]ncc2c(=O)n1-c1ccccc1)NCc1cccs1,-11,2
COc1ccc(NC(=O)CCS(=O)(=O)c2ccc3c(c2)CCCN3C(C)=O)cc1Cl,-9,-2
O=C(Nc1cccc2ncccc12)c1ccccc1F,3,-5
CCS(=O)(=O)c1ccc(O)c(NC(=O)c2cc(-c3ccccn3)nc3ccccc23)c1,24,-9
CN(Cc1ccccc1)C(=O)c1[nH]cnc1C(=O)Nc1ccc(Cl)cc1,11,-9
Cc1ccc(NC(=O)c2ccccc2NC(=O)c2cccnc2)cc1,13,-19
CCOC(=O)Cn1nc(C)c(NC(=O)c2ccc([N+](=O)[O-])c(C)c2)c1C,-5,-2
Cn1c(=O)c2c(ncn2Cc2cc(-c3ccccc3)no2)n(C)c1=O,3,12
COc1cc(CC(=O)Nc2cccc(S(=O)(=O)N(C)c3ccccc3)c2)cc(OC)c1OC,34,-18
COc1ccccc1-c1nc(C#N)c(NCCCn2ccnc2)o1,-7,9
Cc1nnc2n(-c3ccccc3)c(=O)c3c4c(sc3n12)COC(C(C)C)C4 (stereo unspecified),11,3
Cn1cnc(S(=O)(=O)N2CCCCC2c2cc(C(=O)NCc3ccc(Cl)c(Cl)c3)no2)c1 (stereo unspecified),10,5
O=C(CCC1CCCN(C2C3CC4CC(C3)CC2C4)C1)NCc1ccc(F)c(F)c1 (stereo unspecified),9,-3
CCS(=O)(=O)NC(C)C(c1cccs1)N1CCN(c2ccc(OC)cc2)CC1 (stereo unspecified),-9,1
O=C(CCl)NCCCN(C(=O)C(Cl)Cl)c1ccc([N+](=O)[O-])cc1,19,-13
CCOC(=O)C(C)N1CC(=O)N(c2ccccc2)C1=O (stereo unspecified),7,-16
CCOC(=O)C1(Cc2ccccc2)CCN(Cc2ccc3cc(NC(C)=O)ccc3n2)CC1,-4,-3
CCOC(=O)Cc1csc(NC(=S)NC(=O)c2ccc(F)cc2)n1,-14,8
O=C(CNc1ccccc1Cl)Nc1cc(S(=O)(=O)N2CCOCC2)ccc1Cl,13,0
Cc1cc(C)c(S(=O)(=O)NCc2ccncc2)c(C)c1,-45,-3
NS(=O)(=O)c1ccc(NC(=O)Nc2ccc3c(c2)OCO3)cc1,-2,-3
Cc1cc(C)nc(N2CCC(C(=O)O)CC2)n1,18,-9
CCC(C)Sc1nc2c(c(=O)[nH]c(=O)n2C)n1CC(O)COc1ccccc1C (stereo unspecified),13,6
O=C(C1CCCN1S(=O)(=O)c1ccc(Cl)c(Cl)c1)N1CCOCC1 (stereo unspecified),10,-8
COCCn1c(SCc2ccc(C(=O)OC)o2)nnc1-c1c[nH]c2ccccc12,-8,1
O=C(Nc1nccs1)c1cc(Cl)ccc1[N+](=O)[O-],7,-5
CCC(C)(C)n1nnnc1C(c1cc2ccc(OC)cc2[nH]c1=O)N1CCCCC1 (stereo unspecified),1,5

More structures.
SMILES,H9c2 TAG inh,H9c2 TAG inh DAPI viability
Cc1cc(C)n2nc3nc(N4CCCCC4)nc(-c4ccco4)c3c2n1,17,-5
O=C(O)c1cc(-c2ccc3c(c2)OCCO3)n[nH]1,7,-7
Cc1ccc(S(=O)(=O)CC(=O)NCc2ccc(Cl)cc2)cc1,0,6
Cc1ccc(NC(=O)CCN2C(=O)C3C4CCC(C4)C3C2=O)cc1[N+](=O)[O-] (stereo unspecified),-3,1
COc1ccc(-n2c(=O)c3c(C)c(C)sc3n(Cc3ccc(F)cc3)c2=O)c(OC)c1,9,4
CN1C(=O)CSC1=Nc1ccc(F)cc1,4,-9
Cn1nnnc1SCC(=O)Nc1nc2c(F)c(F)c(F)cc2s1,14,-3
CC(=O)n1c2ccccc2c2nc3ccccc3nc21,5,-6
CN(CC(O)Cn1c2ccccc2c2ccccc21)S(C)(=O)=O (stereo unspecified),7,-21
Cc1ccc(-c2nn[nH]n2)cc1,7,-6
CNc1ccc(C(=O)OCC(=O)Nc2ccnn2C(C)C)cc1[N+](=O)[O-],5,-3
CCOC(=O)CC(c1ccc(N)cc1)n1c(C)ccc1C (stereo unspecified),0,2
O=C(Nc1ncc2c(n1)-c1ccccc1OC2)c1cccc([N+](=O)[O-])c1,2,1
CC(C)(C)OC(=O)N1CCC(NC(=O)c2nc[nH]c2C(=O)N2CCN(C(=O)OC(C)(C)C)CC2)CC1,3,-2
Cc1cnc(CN2CCc3c([nH]c4ccccc34)C2CC(C)C)[nH]1 (stereo unspecified),23,14
COc1ccccc1CNC(=O)C(C)c1ccc([N+](=O)[O-])cc1 (stereo unspecified),-1,-6
CN1C(=O)c2c(sc3c2CC(C)(C)SC3)N2CCN=C12,-18,5
N#Cc1c2n(c3c(=O)n(CC(=O)c4ccc(Br)cc4)cnc13)CCCC2,-9,35
Cc1ccc(C(=O)N[C@H](C(=O)OCc2cc(=O)n3c(n2)sc2ccccc23)C(C)C)cc1,11,-10
O=S(=O)(c1ccc(Br)s1)N1CCNCC1,-7,11
COc1ccc(CNC(=O)CCOc2ccc(C(C)(C)C)cc2)cc1,-7,2
Cc1cccc(NC(=O)c2cc(S(=O)(=O)N(C)c3ccc(F)cc3)ccc2Cl)n1,10,-3
Cc1ccc(-c2noc(CCC(=O)NCCN3CCc4ccccc4C3)n2)cc1,12,-7
CN(C)C(=S)Nc1ccc(Cc2ccncc2)cc1,9,-3
Cc1cnc(CN(C)C(=O)CC2C(=O)NCCN2Cc2cccc(F)c2F)[nH]1 (stereo unspecified),-8,3

One compound at a time, from the list above. Order of values: H9c2 TAG inh	H9c2 TAG inh DAPI viability
Record of `CN(CC(O)Cn1c2ccccc2c2ccccc21)S(C)(=O)=O` (stereo unspecified) → 7	-21
Record of `CC(C)(C)OC(=O)N1CCC(NC(=O)c2nc[nH]c2C(=O)N2CCN(C(=O)OC(C)(C)C)CC2)CC1` → 3	-2
Record of `COc1ccc(-n2c(=O)c3c(C)c(C)sc3n(Cc3ccc(F)cc3)c2=O)c(OC)c1` → 9	4

Quoted from the listing:
`CN1C(=O)c2c(sc3c2CC(C)(C)SC3)N2CCN=C12` @ H9c2 TAG inh DAPI viability: 5
`COc1ccccc1CNC(=O)C(C)c1ccc([N+](=O)[O-])cc1` (stereo unspecified) @ H9c2 TAG inh DAPI viability: -6

(list continues)
SMILES,H9c2 TAG inh,H9c2 TAG inh DAPI viability
COc1ccc(C2C3C(=O)N(Cc4ccccc4)C(=O)C3ON2c2ccccc2)c(OC)c1OC (stereo unspecified),3,0
CCNC(=O)C1(C)CCCN(Cc2cccc(Oc3ccccc3)c2)C1 (stereo unspecified),12,-7
CCCOC(=O)Nc1cc(OC)ccc1[N+](=O)[O-],16,15
CN(Cc1ccc(F)cc1)C(=O)c1ccc2c(c1)NC(=O)CS2,-9,0
CC(C)[C@H](NS(=O)(=O)c1ccccc1)C(=O)OCC(=O)NC(=O)NC1CCCCC1,-10,6
O=C(CSc1ccc(-c2ccccn2)nn1)N1CCCc2ccccc21,1,-3
Cc1ccc(NCc2nnc(SCC(=O)N3CCCc4ccccc43)o2)c(C)c1,-7,-5
O=C(CCC(=O)OCC(=O)c1cccc([N+](=O)[O-])c1)Nc1cccc(Cl)c1Cl,-10,0
O=S(=O)(c1ccc(Cl)cc1)N1CCN(c2ncccn2)CC1,6,0
O=C(O)CCCC(=O)Nc1ccccc1C(=O)N1CCCC1,-8,9
COc1ccc(-c2csc(-n3ncc(-c4cccs4)c3N)n2)cc1,11,-4
CC(=O)c1sc(NC(=O)C2CCCN2S(=O)(=O)c2ccccc2F)nc1C (stereo unspecified),3,6
COc1ccc(CCn2c(C3CCCCC3)nc3c(c(=O)c4ccccc4n3C)c2=O)cc1,-11,1
Cc1ccc(C)c(C(O)c2ncc(-c3ccc4ccccc4c3)[nH]2)c1 (stereo unspecified),-14,6
O=C(CCc1ccccc1)Nc1nnc(-c2ccc3c(c2)OCCO3)o1,1,-4
COc1ccc(-c2oc3ncnc(NCCN4CCOCC4)c3c2-c2ccc(OC)cc2)cc1,-77,4
O=c1cc(C=NNc2ccccc2)[nH]c(=O)[nH]1,-1,-4
CN1CCN(c2ccc(S(=O)(=O)N3CCCCC3)cc2NC(=O)c2cccc([N+](=O)[O-])c2)CC1,9,19
CCN(c1ccccc1)S(=O)(=O)c1ccc(C(=O)NCC(c2cccs2)N(C)C)cc1 (stereo unspecified),4,3
NC(=O)c1nc[nH]c1C(=O)Nc1cccc(NC(=O)c2cccc(C(F)(F)F)c2)c1,21,16
Cc1cccc(OCCCC(=O)NNC(=O)c2ccncc2)c1,-7,-4
Cc1cc(NC(=O)CSc2nc3c(cnn3-c3cccc(Cl)c3)c(=O)[nH]2)no1,-1,2
O=C(OCC(=O)N1CCC(Cc2ccccc2)CC1)c1ccccc1,-3,2
O=C(NC(=S)Nc1ccc(Br)cn1)c1cccs1,1,10
Cc1noc(C)c1C(=O)NCCc1ccccc1,-3,-7
Clc1cccc(/C=N/N2CCN(Cc3ccccc3)CC2)c1,10,-2
CNC1=CC(=O)CC(c2ccccc2)C1 (stereo unspecified),7,-4
Cc1ccc(-c2nnn(CC(=O)N(c3cccc(F)c3)C(C(=O)NC(C)(C)C)c3ccco3)n2)o1 (stereo unspecified),-14,10
C=CCNS(=O)(=O)CC12CCC(CC1=O)C2(C)C (stereo unspecified),-18,0
Nn1c(SCC(=O)Nc2ccc3c(c2)OCO3)nncc1=O,-4,2
CCN1CCN(C(=O)CN(c2ccc(F)c(Cl)c2)S(C)(=O)=O)CC1,-6,-5
COc1cccc(OC)c1NC(=O)C1CCCN1C(=O)NCc1ccccc1 (stereo unspecified),4,-2
O=C(/C=C/c1ccc(F)cc1)N1CCCc2ccccc21,8,-3
Cc1ccc(S(=O)(=O)N2CCOCC2)cc1NC(=O)CSc1ccc(Cl)cc1,-3,4
S=C(Nc1ccccc1)Nc1nc2ccccc2n1CCOc1ccccc1,41,-15
Cc1nc(-c2cc(C#N)c(=O)[nH]c2C)cs1,1,0
CCOC(=O)N1CCN(S(=O)(=O)c2ccc(C(=O)NNc3nc4c(C)cc(C)cc4s3)cc2)CC1,1,12
Cc1nn(-c2ccccn2)c2nc(-c3cccs3)cc(C(=O)N3CCOCC3)c12,16,24
Cc1c(C)n2c(SCC(=O)Nc3cccc4ccccc34)nnc2[nH]c1=O,5,-2
O=C(NCCc1ccccn1)c1c(-c2ccccc2)sc2ccccc12,-5,-7
COc1cc(/C=C2/C(=O)NN(c3ccc(Cl)cc3)C2=O)cc(Br)c1O,8,-4
CN(C)CCN(C(=O)c1ccc2c(c1)OCCO2)c1nc2cc3c(cc2s1)OCO3,-1,6
CCn1c(SCC(=O)N2CCOCC2)nc2sc3c(c2c1=O)CCCC3,21,5
CCOC(=O)c1ccc(NC(=O)COc2ccccc2CNCCc2ccccc2)cc1,44,19
O=C(CN1C(=O)CSC1=O)Nc1ccccc1F,-30,9
COc1ccc(Cl)c(NC(=O)NCCN2CCN(c3ccccc3)CC2)c1,-1,-10

Assay outcomes deposited in PubChem by Sanford-Burnham Center for Chemical Genomics.

Only part of the results is shown; rates above refer to the full screens.
